Screens as filed in PubChem BioAssay.
GlmU inhibition: inhibition of mycobacterial GlmU enzyme – biochemical, glucosamine-1-phosphate acetyltransferase (AID 1376); Bifunctional protein GlmU (Mycobacterium tuberculosis (strain ATCC 25618 / H37Rv)); M. tuberculosis GlmU acetyltransferase enzyme assay; higher % means a stronger effect; inhibition, %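 (tested at 30 µM in the primary screen)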, or IC50 in µM where a hit was titrated; actives 0.25% (n = 220,000); in the data active = inhibition above about 13%;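 also: 0% = complete reaction with vehicle and 100% = reaction without substrate; strong numbers were not always called active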
RmlCD inh 1536: M. tuberculosis RmlC/RmlD coupled enzyme inhibitors, primary screen, biochemical, compound mixtures, 384-well, from 1536-well plates; RmlC+RmlD coupled enzyme assay, percent inhibition; primary screen in compound mixtures; inhibition, % at 3.6 µM; actives 0.03% (n = 160,000); AID 1533, 2009; in the data active = inhibition mostly above about 34%, no sharp cut-off; also: some results filed as inactive read as strong as hits
Target sequence (P9WH09 whole entry, looked up): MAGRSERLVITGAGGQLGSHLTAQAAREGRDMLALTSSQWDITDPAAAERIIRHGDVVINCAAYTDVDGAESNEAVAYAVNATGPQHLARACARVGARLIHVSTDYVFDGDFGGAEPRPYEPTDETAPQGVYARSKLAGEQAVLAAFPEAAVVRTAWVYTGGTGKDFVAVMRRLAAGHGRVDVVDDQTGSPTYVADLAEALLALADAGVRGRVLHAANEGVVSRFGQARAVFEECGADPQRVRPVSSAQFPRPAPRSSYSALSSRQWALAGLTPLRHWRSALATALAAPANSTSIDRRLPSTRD
Target sequence (P9WH11 whole entry, looked up): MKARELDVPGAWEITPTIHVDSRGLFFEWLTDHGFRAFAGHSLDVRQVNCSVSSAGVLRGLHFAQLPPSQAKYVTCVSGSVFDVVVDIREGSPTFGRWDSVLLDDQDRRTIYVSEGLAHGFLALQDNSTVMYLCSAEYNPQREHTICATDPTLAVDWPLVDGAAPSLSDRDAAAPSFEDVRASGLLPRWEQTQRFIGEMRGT
* hit, by the source's call; x = not tested or not shown. Some of the compounds tested, so the mix of outcomes need not match the whole.

Start of the data: the first six records, to show the layout:
item | structure | GlmU inhibition | RmlCD inh 1536
1 | COc1ccc(Oc2ncnc3c2ncn3Cc2ccccc2)cc1 | 5.5% | x
2 | Cc1ccc(-c2csc3nc[nH]c(=O)c23)cc1 | 1.5% | -8
3 | Cc1cccc(NC(=O)Nc2ccc(C)c(C)c2)n1 | -2.5% | 6
4 | CN(CCc1ccccn1)C(=O)Nc1ccc(Cl)cc1 | -0.1% | 15
5 | Cc1ccc(S(=O)(=O)N2CCC(C(=O)NCCc3ccc(S(N)(=O)=O)cc3)CC2)cc1 | 2.5% | x
6 | COc1ccc(OCCC(=O)OCC(=O)NCCc2ccccc2)cc1 | 1.3% | 5

Results, from the start:
item | structure | GlmU inhibition | RmlCD inh 1536
1 | COc1ccc(Oc2ncnc3c2ncn3Cc2ccccc2)cc1 | 5.5% | x
2 | Cc1ccc(-c2csc3nc[nH]c(=O)c23)cc1 | 1.5% | -8
3 | Cc1cccc(NC(=O)Nc2ccc(C)c(C)c2)n1 | -2.5% | 6
4 | CN(CCc1ccccn1)C(=O)Nc1ccc(Cl)cc1 | -0.1% | 15
5 | Cc1ccc(S(=O)(=O)N2CCC(C(=O)NCCc3ccc(S(N)(=O)=O)cc3)CC2)cc1 | 2.5% | x
6 | COc1ccc(OCCC(=O)OCC(=O)NCCc2ccccc2)cc1 | 1.3% | 5
7 | COc1ccc2c(c1)c(=O)oc1cc(OCC(=O)N3CCc4ccccc4C3)ccc12 | 2.4% | x
8 | CCOC(=O)c1ccc(N2C(=O)CC(N3CCN(C/C=C/c4ccccc4)CC3)C2=O)cc1 (stereo unspecified) | -2.3% | 9
9 | Cc1cc(=O)oc2cc(Oc3ccc([N+](=O)[O-])cc3C(F)(F)F)ccc12 | -6.7% | x
10 | CCN1CCN(C(=O)CS(=O)Cc2nc(-c3ccc(OC)cc3)oc2C)CC1 (stereo unspecified) | -0.5% | -4
11 | C=CCOc1ccc(CNn2cn[nH]c2=S)cc1OC | -2.3% | 7
12 | COc1cccc(C(=O)NC(C)c2ccc(Br)cc2)c1 (stereo unspecified) | -9.6% | -4
13 | COc1cc(C2C(C#N)=C(N)N(Nc3ccccc3)C3=C2C(=O)CC(C)(C)C3)ccc1OCc1ccccc1 (stereo unspecified) | -0.7% | 0
14 | CS(=O)(=O)N(CC(=O)NCc1ccncc1)c1ccc(F)c(Cl)c1 | -1.6% | -5
15 | CCOP(=O)(OCC)/C(=N/OC(=O)c1ccccc1C)C(N)=O | 1.8% | -8
16 | Cc1ccccc1NC(=S)NC12CN3CN(CN(C3)C1)C2 | -6.5% | -7
17 | CCN(CC(=O)N1CCCCCC1)S(=O)(=O)c1ccc(Cl)cc1 | 1.1% | -4
18 | N#C/C(=C\c1ccc(N2CCCC2)c([N+](=O)[O-])c1)c1nc2ccccc2[nH]1 | -0.7% | -7
19 | O=S(=O)(c1ccc(NC(=S)NCc2ccco2)cc1)N1CCCCC1 | -5.9% | -12
20 | CCCn1c(=O)c2c(c3ccccc31)OC(C)C(=O)N2 (stereo unspecified) | 5.2% | 1
21 | Cc1cc(C)cc(N(CC(=O)Nc2ccccc2C(=O)N2CCOCC2)S(C)(=O)=O)c1 | -0.5% | x
22 | N#CC1=C2SCN(Cc3ccccc3)CN2C(=O)CC1c1ccccc1F (stereo unspecified) | 6.9% | -9
23 | C=CCOc1ccc(/C(O)=C2\C(=O)C(=O)N(CCN(C)C)C2c2cccs2)cc1 (stereo unspecified) | -8.2% | -7
24 | N#CC1=C(N)C(C#N)(C#N)[C@H](c2ccoc2)[C@H]2CN(Cc3ccccc3)CC=C12 | -2.8% | x
25 | Cc1c(N=Cc2c(O)n(Cc3ccccc3)c(=O)[nH]c2=O)c(=O)n(-c2ccccc2)n1C | 3.8% | x
26 | Cc1cc(NS(=O)(=O)c2ccc(NC(NC(=O)C(C(F)(F)F)C(F)(F)F)(C(F)(F)F)C(F)(F)F)cc2)no1 | 2.3% | x
27 | Cc1cccc(C)c1NC(=O)C1CCCN1C(=O)OC(C)(C)C (stereo unspecified) | 7.7% | 14
28 | COc1ccc(Nc2nc(N)c([N+](=O)[O-])c(N3CCOCC3)n2)cc1 | 4.3% | x
29 | O=C(Nc1ccncc1)c1ccc2c(c1)S(=O)(=O)c1ccccc1C2=O | 2.7% | 6
30 | CCC(=O)NCCc1nc2ccccc2n1Cc1ccc(C)cc1 | -0.5% | -7

Fetched by structure from the entries so far, 3 records:
item | structure | GlmU inhibition | RmlCD inh 1536
30 | CCC(=O)NCCc1nc2ccccc2n1Cc1ccc(C)cc1 | -0.5% | -7
24 | N#CC1=C(N)C(C#N)(C#N)[C@H](c2ccoc2)[C@H]2CN(Cc3ccccc3)CC=C12 | -2.8% | x
25 | Cc1c(N=Cc2c(O)n(Cc3ccccc3)c(=O)[nH]c2=O)c(=O)n(-c2ccccc2)n1C | 3.8% | x

Next section
item | structure | GlmU inhibition | RmlCD inh 1536
31 | O=S(=O)(c1ccc(NC(=S)N2CCN(c3ccccc3F)CC2)cc1)N1CCOCC1 | -5.0% | 6
32 | CCOC(=O)COc1nc(-c2ccccc2)cc(-c2ccco2)c1C#N | 3.6% | -6
33 | O=c1c2cc(Cl)cc(Cl)c2nc(CN2CCOCC2)n1-c1ccccc1F | -1.4% | 3
34 | COc1ccc(NC(=S)NC(NC(=O)CF)C(Cl)(Cl)Cl)c([N+](=O)[O-])c1 (stereo unspecified) | 7.0% | x
35 | CCCC1CC(CSC(=N)N)OC1=O (stereo unspecified) | -4.6% | 8
36 | CCOC(=O)C1CCCN(C(=O)c2cc(-c3ccccc3)nc3ccccc23)C1 (stereo unspecified) | 6.1% | 14
37 | O=C(/C=C\c1ccco1)NC(=S)Nc1ccccc1O | -0.4% | 6
38 | Cc1cc(C)cc(NC(=O)Nc2cc(-c3ccccc3)nn2C)c1 | 1.3% | -7
39 | COc1cc(C(=O)NCC(c2ccco2)N(C)C)cc(OC)c1OC (stereo unspecified) | -7.8% | -6
40 | Cc1ccc2c(c1)c1c(n2CC2COC(C)(C)O2)C(=O)CCC1 (stereo unspecified) | 6.6% | 11
41 | COc1cccc(/C=N/NC(=O)Cn2cnc3c2c(=O)n(C)c(=O)n3C)c1 | 3.5% | -11
42 | Cc1cccc(N=C2NC(=O)/C(=C/c3cccs3)S2)c1 | 3.0% | -4
43 | COc1ccc(S(=O)(=O)N(C)C)cc1NCC(=O)Nc1ccc(Br)c(C)c1 | -2.2% | 0
44 | CCOc1ccc(-n2cnnn2)cc1S(=O)(=O)N1CCC(C)CC1C (stereo unspecified) | -4.9% | 14
45 | O=C(O)c1ccccc1-c1ccccc1C(=O)Nc1nccs1 | 2.1% | 39
46 | O=C(COc1cccnc1[N+](=O)[O-])Nc1cc(S(=O)(=O)N2CCCCC2)ccc1Cl | 1.4% | x
47 | Cc1ccccc1C1CC(c2cccs2)Nc2nnnn21 (stereo unspecified) | 4.9% | -6
48 | Cc1ccc(Nc2cnn(C34CC5CC(CC(CC(=O)O)(C5)C3)C4)c(=O)c2Cl)c(Cl)c1 | 0.1% | 5
49 | CC(C)(C)c1csc(NC(=O)c2ccc(Cl)s2)n1 | -1.1% | -5
50 | N#Cc1c(Nc2ccccc2)s[nH]c1=O | 14%* | -4
51 | COc1cc(C2NC(=S)NC3=C2CCc2ccccc23)cc(OC)c1OC (stereo unspecified) | 0.9% | x
52 | Fc1ccc(Oc2cnc3ccccc3n2)cc1 | x | 2
53 | Nc1c(C(=O)c2cccs2)oc2ccccc12 | -1.2% | 9
54 | Cc1ccccc1CN1[C@@H](C(C)C)COCCS1(=O)=O | -3.1% | x
55 | O=C(NCC(=O)N(c1cccnc1)C(C(=O)NC1CCCC1)c1cccs1)c1ccco1 (stereo unspecified) | 10% | x
56 | C=C(C)CSc1nnc([C@@H]2CCCN2C(=O)OC(C)(C)C)o1 | 3.3% | 11
57 | CCOc1nc(NCCO)nc(Nc2cc(Cl)ccc2OC)n1 | -2.4% | -8
58 | O=C1/C(=C/c2ccncc2)SC(=S)N1N1CCOCC1 | -4.3% | 4
59 | O=Cc1cnc(N2CCCCC2)s1 | -0.2% | -11
60 | O=C(c1ccco1)n1nc(-c2ccco2)nc1SCc1ccccc1 | 0.1% | -8
61 | O=C(O)c1cc(C(=O)O)c(-c2ccccc2)c(C(=O)O)c1 | -0.5% | x
62 | CCOc1ccc(C2C(C(=O)Nc3cc(C)on3)c3ccccc3C(=O)N2CCN2CCOCC2)cc1 (stereo unspecified) | 0.1% | 0
63 | NC(CC(=O)O)C1CCCCC1 (stereo unspecified) | -0.6% | 44
64 | COc1ccc(C(=O)N2CCCc3ccccc32)cc1 | 3.2% | -10
65 | Oc1[nH]c2ccc(Br)cc2c1N=NC(=S)Nc1ccc(F)cc1 | 2.3% | -7
66 | CC(=O)Oc1ccc(-c2cccc(C(=O)NCCO)c2)cc1 | 9.5% | 11
67 | CCn1nc(C(=O)Nc2nc3ccccc3[nH]2)c2ccccc2c1=O | -2.2% | 6
68 | CN(Cc1ccccc1)C(=O)COC(=O)c1ccc2ccccc2n1 | 2.8% | -15
69 | COc1cc(C)c(Cl)cc1S(=O)(=O)n1ccnc1 | -1.6% | 4
70 | C#Cc1ccc([C@@H]2C=C(C(=O)NC3CC3)O[C@H](OCc3ccc(CO)cc3)C2)cc1 | 2.5% | x
71 | N#Cc1ccc(-c2cccnc2)nc1SCc1ccc(Cl)c(Cl)c1 | 3.1% | -8
72 | COCc1nnc(NS(=O)(=O)c2ccc([N+](=O)[O-])cc2)s1 | -1.4% | 9
73 | Cc1ccc(Cn2c3ccccc3c3cn[nH]c(=O)c32)cc1 | 0.2% | -5
74 | O=C1NN(c2ccccc2)C(=O)/C1=C/c1ccc(Sc2cccc3ccccc23)o1 | 2.0% | x
75 | O=C1NCCn2ccc(=O)cc21 | x | -7
76 | Cc1ccc(/C=N/NC(=O)c2cc(C)oc2C)cc1 | -2.2% | x
77 | Cc1cc(C)c(C(N)=O)c(NC(=O)Nc2ccccc2)n1 | -4.8% | -13
78 | COc1ccc(F)cc1S(=O)(=O)n1cc(C)nc1-c1ccccc1 | 0.2% | x
79 | Cc1ccc(OCCCN(C)C)c(Br)c1 | -0.7% | x
80 | NC(=O)CSc1nnc(-c2ccoc2)o1 | -5.1% | 7

(listing goes on)
item | structure | GlmU inhibition | RmlCD inh 1536
81 | CCOc1ccc(NC(=O)Cn2nnc3c(cnn3-c3ccc(F)cc3)c2=O)cc1 | -7.0% | 0
82 | O=c1[nH]c2ccccc2c(O)c1O | 2.6% | -9
83 | CC(C)C(NS(=O)(=O)c1cccs1)C(=O)Nc1nc(C(C)(C)C)cs1 (stereo unspecified) | -2.1% | -7
84 | O=C(NC12CC3CC(CC(C3)C1)C2)c1ccccc1 | -3.8% | 17
85 | COc1ccccc1NS(=O)(=O)c1cccc(N2CC(O)=C(c3ccccc3)C2=N)c1 | -4.8% | 1
86 | Cc1c(C(=O)COC(C)(C)C)[nH]c2ccccc12 | -3.6% | 12
87 | Cc1nn(-c2ccccc2)c(N2CCCC2)c1/C=N/Nc1ccc(S(N)(=O)=O)cc1[N+](=O)[O-] | -0.1% | 6
88 | c1cc(-c2cccs2)nc(-c2cccs2)c1 | -3.8% | x
89 | COc1ccc(S(=O)(=O)NN(C)C(=O)c2nn(-c3ccccc3)ccc2=O)cc1 | 1.6% | x
90 | COC(=O)c1ccc(N=NNc2cccc(Br)c2)cc1 | 4.9% | 10
91 | CCCCN(C)C(=O)C1CCC(=O)N(c2cc(OC)c(OC)c(OC)c2)C1c1ccc(OC)cc1 (stereo unspecified) | -3.3% | x
92 | Cc1cccc(OCC(=O)N/N=C\c2cn(C)c3ccccc23)c1 | -6.0% | 7
93 | COc1ccc2c(c1)c(C(=O)O)c(C)n2-c1ccccc1 | 5.8% | -6
94 | Cc1ccc(-n2c(O)c(/C=N/Nc3ccccc3)c(=O)[nH]c2=O)cc1C | 0.1% | 3
95 | COC(=O)CNC(=O)c1ccc(NS(=O)(=O)c2cc([N+](=O)[O-])ccc2Cl)cc1 | -0.5% | 12
96 | Cc1nn(C)c(C)c1Nc1ccc(N2C(=O)C3C4C=CC(C4)C3C2=O)cc1[N+](=O)[O-] (stereo unspecified) | -6.0% | x
97 | CC1CCN(S(=O)(=O)Cc2ccccc2Cl)CC1 | -1.7% | -10
98 | NC(=O)c1sc2nc(-c3ccco3)ccc2c1N | 3.5% | x
99 | COc1cc(/C=C/C(=O)NC(C)C)ccc1OCc1ccccc1 | 1.3% | -4
100 | COc1cccc(Nc2nc(NCCO)c3ccccc3n2)c1 | -12% | x
101 | CCN1C(C(=O)c2ccccc2)=C(Nc2ccccc2C)c2ccccc2S1(=O)=O | 1.2% | x
102 | CCCCn1c(=O)c(CCC(=O)OCC(=O)Nc2cc(Cl)ccc2OC)nc2ccccc21 | 1.4% | -14
103 | CC(=O)OCCN1C(=O)c2cccnc2C1=O | 0.6% | 9
104 | CCOC(=O)N/N=C\c1ccc(C)s1 | 4.1% | -1
105 | CC(C)C(NS(=O)(=O)c1ccc2c(c1)oc(=O)n2C)C(=O)N1CCN(C2CCCCC2)CC1 (stereo unspecified) | 2.0% | x
106 | COC(=O)NCN1C(=O)C2C3C=CC(C3)C2C1=O (stereo unspecified) | -7.5% | 4
107 | CN(C(=O)c1ccc(=O)[nH]c1)C1(C(=O)NC2CCCCC2)CCCCC1 | 3.8% | 4
108 | CCOC(=O)C1CCCN(C(=O)CSc2nccn2C)C1 (stereo unspecified) | -0.8% | -8
109 | Cn1c(SCC(=O)Nc2cccc(O)c2)nnc1-c1ccc(S(=O)(=O)N2CCOCC2)cc1 | -5.1% | x
110 | CSc1ncccc1C(=O)Nc1nc2c(C)cccc2s1 | 2.7% | -10
111 | O=C(Nc1ncnc2sc3c(c12)CCCCC3)c1ccccc1 | 1.0% | -8
112 | CCOc1ccc(NC(=S)c2ccncc2)cc1 | 1.1% | x
